High-throughput results deposited in PubChem BioAssay by The Scripps Research Institute Molecular Screening Center.
GPR151 ag – human GPR151 activation. PathHunter beta-arrestin GPR151 cells, luminescence. activation, % at 11.2 µM. hit rate 1% among 650,000; in the data active = activation above about 4.9%;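 also: 0% = median of compound wells and 100% = cells with positive control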
Target sequence (Q8TDV0 whole entry, looked up): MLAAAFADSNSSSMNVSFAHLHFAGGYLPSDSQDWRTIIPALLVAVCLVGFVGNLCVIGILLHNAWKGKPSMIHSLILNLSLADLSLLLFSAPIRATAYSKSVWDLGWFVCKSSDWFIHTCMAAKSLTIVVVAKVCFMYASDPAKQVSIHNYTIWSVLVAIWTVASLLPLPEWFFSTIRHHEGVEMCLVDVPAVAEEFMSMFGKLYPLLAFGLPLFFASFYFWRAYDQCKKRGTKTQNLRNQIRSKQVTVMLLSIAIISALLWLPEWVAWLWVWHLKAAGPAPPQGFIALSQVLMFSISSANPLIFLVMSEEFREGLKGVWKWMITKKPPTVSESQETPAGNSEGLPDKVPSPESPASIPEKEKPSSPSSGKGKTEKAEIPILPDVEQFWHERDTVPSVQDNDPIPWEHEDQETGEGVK
FBW7 activator – activators of human E3 ligase FBW7 | Q969H0 | AlphaScreen FBW7–phospho-cyclin E peptide binding, activator screen | normalized activity (activation), % at 26.1 µM | hit rate 0.13% among 650,000; in the data active = normalized activity above about 1.9%;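 also: purified mutant Fbw7 with reduced substrate affinity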
MITF inh – inhibitors of human MITF; O75030; inhibition, % at 2.6 µM; hit rate 0.91% among 650,000; AlphaScreen MITF homodimerization, bead proximity signal; in the data active = inhibition above about 50%;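 also: 0% = vehicle wells with protein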
Target sequence (O75030 whole entry, looked up): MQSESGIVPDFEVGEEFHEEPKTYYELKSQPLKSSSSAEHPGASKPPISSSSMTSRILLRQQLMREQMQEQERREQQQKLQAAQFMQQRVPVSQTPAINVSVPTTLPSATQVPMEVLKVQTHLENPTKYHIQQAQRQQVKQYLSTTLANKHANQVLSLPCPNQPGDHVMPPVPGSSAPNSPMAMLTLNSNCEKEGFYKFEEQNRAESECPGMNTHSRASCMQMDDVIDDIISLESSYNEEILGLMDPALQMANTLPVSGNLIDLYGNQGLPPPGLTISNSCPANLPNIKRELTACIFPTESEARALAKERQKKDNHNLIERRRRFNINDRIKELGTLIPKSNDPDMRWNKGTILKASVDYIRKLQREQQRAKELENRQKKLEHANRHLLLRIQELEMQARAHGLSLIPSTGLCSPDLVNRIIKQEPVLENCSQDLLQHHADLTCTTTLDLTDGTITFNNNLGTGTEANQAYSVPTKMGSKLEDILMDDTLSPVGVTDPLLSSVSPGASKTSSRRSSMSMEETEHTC
TEAD-YAP inh – TEAD-YAP interaction inhibition; HEK-TIYL cells, TEAD-Gal4/YAP UAS-luciferase luminescence; inhibition, % at 9.12 µM; hit rate 1.4% among 640,000; in the data active = inhibition above about 32%;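 also: 0% = median of test compound wells and 100% = reference inhibitor wells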
* marks the source's active call; other numbers are inactive results; / = not tested or not shown.

Screens in order – FBW7 activator	GPR151 ag	MITF inh	TEAD-YAP inh
> Cc1nn(C)cc1CNCc1cc2ccc(F)cc2nc1OCc1cccnc1
    0.2	-1.0	9	7
> CN(C)S(=O)(=O)c1ccc(C(=O)Nc2ccc(S(=O)(=O)N3CCCCC3c3cccnc3)cc2)cc1 (stereo not drawn)
    -0.1	-0.3	-4	23
> Cc1sc(C2C(C#N)=C(N)SC(N)=C2C#N)cc1Br
    -0.3	-0.5	6	-7
> CC(=O)Nc1ccccc1C(=O)N1CCC(Cc2ccccc2)CC1
    0.0	-0.8	13	8
> Cc1cccc(C(=O)N2CCN(c3ccc([N+](=O)[O-])c(NCCc4ccccc4)c3)CC2)c1
    -0.1	-0.6	-2	11
> COc1ccccc1-n1nc(C(=O)Nc2ccc3c(c2)OCO3)c2ccccc2c1=O
    0.0	-1.4	-9	-9
> COc1cc(C2C3=C(CC(C)(C)CC3=O)OC3=C2C(=O)CC(C)(C)C3)ccc1Oc1nc2c(c(=O)n(C)c(=O)n2C)n1C
    0.2	3.7	6	-4
> Cc1ccc(-n2cc(C(=O)NCC(=O)O)c3ccccc3c2=O)cc1C
    0.1	-0.8	3	5
> Cc1cc2cc(CNC(=O)c3cc(Cl)ccc3[N+](=O)[O-])ccc2n1C
    0.1	4.3	-4	-1
> O=C(Oc1cccc(NC2=NS(=O)(=O)c3ccccc32)c1)c1cccc([N+](=O)[O-])c1
    -0.2	0.0	-6	-6
> CN(C)CCN1C(=O)C(=O)/C(=C(\O)c2ccc(Cl)cc2)C1c1cccs1 (stereo not drawn)
    -0.1	0.4	4	3
> O=c1oc2cc(Cl)c(Cl)cc2cc1-c1nc(C2CC2)cs1
    0.1	-0.7	7	2
> CCS(=O)(=O)N1Cc2ccccc2CC1C(=O)Nc1nc2ccccc2[nH]1 (stereo not drawn)
    0.1	-0.2	10	-42
> C=CCn1c(SCC(C)=O)nc2sc(C)c(C)c2c1=O
    0.0	1.3	0	0
> CC1CN(C(=O)c2ccccc2)OC(c2ccccc2[N+](=O)[O-])O1 (stereo not drawn)
    0.1	-0.6	11	15
> CC(C)CCNC(=O)CC1Nc2c3ccccc3nc(=S)n2C1=O (stereo not drawn)
    0.0	-0.6	-3	2
> O=[N+]([O-])c1cc(Cl)ccc1N1CCN(S(=O)(=O)c2cccc3nsnc23)CC1
    0.0	-1.8	11	2
> Cc1cc(OCC(=O)NCCc2nc3ccccc3[nH]2)ccc1Br
    -0.1	-0.5	2	4
> Cc1cc(C)n(S(=O)(=O)c2ccccc2)n1
    0.1	-1.2	5	5
> COc1ccc(C2CC(C(=O)N3C(C)CCCC3C)N(C)S(=O)(=O)N2)cc1OC (stereo not drawn)
    -0.1	-0.2	-10	-1
> CC(C)(C)NC(=O)CSc1nnc(-c2cccnc2)n1Cc1ccccc1
    0.1	4.5	2	-4
> c1cncc(-c2ncc(-c3cnccn3)c(-c3ccncc3)n2)c1
    0.9	-0.4	20	9
> O=C(NC(=S)Nc1ccccc1F)c1ccc(Br)o1
    -0.1	-1.0	-10	-54
> COc1ccc(OC(C)C(=O)NC2CCCC2)cc1 (stereo not drawn)
    0.0	2.6	2	-8
> Cc1cccc(C)c1OCCCCCNCCO
    -0.1	0.3	-13	-6
> CC1CCc2oc3ccc(NS(=O)(=O)c4ccc(Br)cc4)cc3c2C1 (stereo not drawn)
    -0.1	0.2	-9	-2
> O=C(O)CCCCCNS(=O)(=O)c1cccc2cccnc12
    0.2	0.0	-14	6
> O=C(COc1ccccc1[N+](=O)[O-])Nc1ccc(I)cc1F
    -0.1	4.1	-5	-4
> COc1ccc(OC)c(NC(=O)c2ccccc2C(F)(F)F)c1
    0.0	6.6*	-5	6
> CCOC(=O)C1=C(C(F)(F)F)NC2(O)c3ccccc3C(=O)C12O (stereo not drawn)
    -0.4	-0.5	13	-6
> C/C(N)=C(/C#N)C(=O)CSc1ccc2c(c1)OCCO2
    0.1	-0.4	9	4
> COc1cc(OC)cc(C(=O)Nc2cccc(-c3nc4ncccc4o3)c2)c1
    0.0	-0.6	9	22
> CNC(=O)c1cccc(Oc2cccc(Cl)n2)c1
    0.1	1.1	5	-10
> CC(=O)c1cccc(NC(=O)C2CC(=O)N(c3ccc(Cl)cc3)C2)c1 (stereo not drawn)
    -0.1	-1.9	-10	-3
> Cc1cccc(N(C)S(=O)(=O)c2cc(Br)cnc2N)c1
    0.0	-0.2	5	-1
> CCOC(=O)c1cccc(NS(=O)(=O)c2cc3c(cc2Cl)NC(=O)CO3)c1
    0.1	1.9	4	2
> CC(C)(C)C(=O)CSc1nc2ccccc2c(=O)n1CCC1=CCCCC1
    0.1	-1.0	8	10
> CCOc1ccc(NC(=O)CN2CCN(CC(=O)Nc3ccc(OCc4ccccc4)cc3)CC2)cc1
    0.1	-0.6	16	19
> COC(=O)CSc1nc2c(c(=O)[nH]c(=O)n2C)n1C
    0.0	-1.0	13	11
> COCCNC(=O)c1cc2c(s1)CSC2
    0.0	0.3	6	-5
> CCN(CC)S(=O)(=O)c1ccc(C(=O)N2CCCC2)cc1
    -0.1	-0.4	5	1
> CCCC(CCC)C(=O)Nc1cc(C)nn1-c1nc2c(cnn2-c2ccccc2)c(=O)[nH]1
    -0.1	-0.5	10	0
> CC(C)n1c(Nc2ncccn2)nc2c(NCCOc3ccccc3)ncnc21
    0.3	2.6	17	-34
> Cc1cc(C)cc(NC(=O)N2CCCC2C(=O)NC(C)C)c1 (stereo not drawn)
    0.0	0.0	13	-1
> Cc1ccc(CC2(C)C(=O)Nc3cc(F)ccc32)cc1 (stereo not drawn)
    -0.1	-0.1	-4	5
> C=CC[C@@H]1C=C[C@H](O/N=C2/[C@H]3CCn4c(=O)n(-c5ccccc5)c(=O)n4[C@H]3[C@H](O)[C@@H]3O[C@H]23)[C@@H](CO)O1
    1.0	0.2	14	/
> CCOC(=O)c1cnc2c(ccc3ccccc32)c1NCCCN(C)C
    0.9	0.7	7	-3
> CCC(C)NC(=O)c1cccc(Cl)c1 (stereo not drawn)
    0.0	0.3	16	5
> CCSCc1nnc(SCC(=O)Nc2cccc(C(C)=O)c2)n1C
    -0.1	-0.1	-2	2
> Cc1cc(C)n2nc(SC(C)C(=O)NC3CCCC3)nc2n1 (stereo not drawn)
    0.0	0.9	-2	-2
> O=C1CC2(CCN(C(=O)c3ccc4ccccc4c3)CC2)Oc2ccccc21
    -0.2	-1.0	-6	-7
> Cc1cc2c(s1)c1cnn(C)c(=O)c1n2Cc1ccc(F)cc1
    0.1	-0.2	5	3
> CC(C)n1cnc2c(NC3CCN(Cc4ccccc4)CC3)nc(Nc3nc4ccccc4n3C)nc21
    0.1	-2.3	18	4
> CCN(CC)CCNC(=O)c1cn(C2CCCCC2)c(=O)c2c1c1ccccc1n2C
    -0.3	0.5	-17	0
> Cc1noc(/C=C/N(C)C)c1S(=O)(=O)NCCN1CCC(Cc2ccccc2)CC1
    -0.2	-0.6	1	6
> Cc1ccccc1N1C(=O)NC(=O)/C(=C\c2ccc(OC(C)C(=O)O)cc2)C1=O (stereo not drawn)
    0.0	-0.1	10	-2
> C=CCOC(=O)C1=C(C)NC(=S)NC1c1ccccc1F (stereo not drawn)
    0.5	0.9	9	13
> COc1cc(C=O)ccc1OCCOc1ccccc1F
    0.0	2.2	-6	-25
> CCOC(=O)c1cc(CC)sc1NC(=O)C1CC(=O)NN1C (stereo not drawn)
    -0.1	0.1	-11	-4
> Cc1nnc(SCC(=O)Nc2sc3c(c2C(N)=O)CCC3)n(N)c1=O
    0.0	-0.6	4	5

A draw from above in order of SMILES length, ascending.
Screens in order – FBW7 activator	GPR151 ag	MITF inh	TEAD-YAP inh
> Cc1cc(C)cc(NC(=O)N2CCCC2C(=O)NC(C)C)c1 (stereo not drawn)
    0.0	0.0	13	-1
> O=C1CC2(CCN(C(=O)c3ccc4ccccc4c3)CC2)Oc2ccccc21
    -0.2	-1.0	-6	-7
> CC(=O)c1cccc(NC(=O)C2CC(=O)N(c3ccc(Cl)cc3)C2)c1 (stereo not drawn)
    -0.1	-1.9	-10	-3

(cont.)
Screens in order – FBW7 activator	GPR151 ag	MITF inh	TEAD-YAP inh
> CCNc1nccc(NCc2cccc(C(F)(F)F)c2)n1
    0.0	1.2	-3	37*
> CC1CCN(c2ccc3nonc3c2[N+](=O)[O-])CC1
    0.2	0.7	10	-26
> COC(=O)c1ccc(NC(=O)c2cc(I)ccc2Cl)cc1
    -0.1	1.5	-10	0
> CCS(=O)(=O)c1ccc2oc(=O)c(/C=C(\O)c3ccco3)nc2c1
    -0.1	-0.2	18	-7
> CCN(CC)CCn1c(=O)c2[nH]cnc2n(C)c1=O
    0.0	0.7	5	-3
> CCNC(=O)/C(C#N)=C/c1c(Oc2ccccc2)nc2ccccn2c1=O
    0.0	-8.4	17	2
> COc1cccc(C2CC(c3cccs3)=NN2C(=O)CSc2nnc(CNC(=O)Cc3ccccc3)n2-c2ccccc2)c1OC (stereo not drawn)
    -0.1	0.4	-6	-4
> Cc1ccc(NS(=O)(=O)c2ccc3c(c2)OCCN3C)c(Cl)c1
    -0.1	4.1	2	16
> COc1cc(C2C(=O)N(C3CCCCC3)CC(=O)N2Cc2ccc(F)cc2)ccc1OC(C)C (stereo not drawn)
    -0.1	1.2	9	1
> CC(C)(C)c1ccc(NC(=O)N2CCc3ccccc32)cc1
    -0.1	-4.4	8	87*
> O=C(c1nc2sccn2c1CN1CCC(C(O)c2cccs2)CC1)N1CCCC1 (stereo not drawn)
    0.1	3.0	-15	1
> COc1ccc(C2=NN(c3nc(-c4ccccc4)c4ccccc4n3)C(c3ccc(Br)cc3)C2)cc1 (stereo not drawn)
    0.0	-2.0	10	-2
> CS(=O)(=O)N(CC(=O)NC1CC2CCC1C2)c1ccc(Cl)c(C(F)(F)F)c1 (stereo not drawn)
    -0.1	-0.3	11	12
> O=C(COc1ccccc1)NCC(=O)N/N=C/c1ccccc1
    0.0	0.5	13	-2
> CCC(C)NCCOc1ccc(F)cc1 (stereo not drawn)
    0.0	1.9	17	-3
> CC(C)(C)n1nc2c(c1NC(=O)COc1ccc(Cl)cc1Cl)CSC2
    0.0	0.4	-2	5
> O=C(Cn1ncc2cccn2c1=O)Nc1ccccc1-c1ccccc1
    0.2	0.3	11	-15
> CCCCNS(=O)(=O)c1cc2c3c(cccc3c1)C(=O)NC2=O
    -0.2	-1.5	4	7
> CC(O)C(NC=C1C(=O)OC(C)(C)OC1=O)C(=O)O (stereo not drawn)
    -0.1	1.5	4	3
> Cc1ccc(Cn2c(SCC(=O)NC3CCCC3)nc3ccsc3c2=O)cc1
    0.2	-1.2	-5	1
> COc1cc([N+](=O)[O-])cc2sc(NC(=O)c3ccc([N+](=O)[O-])s3)nc12
    0.0	-2.2	-5	-7
> COc1ccc(C2=NN(C(=O)CSc3nnc(CNC(=O)c4ccccc4OC)n3C)C(c3cccc(OC)c3OC)C2)cc1 (stereo not drawn)
    0.2	2.2	4	17
> Cc1nn(C)c(C)c1CNC(=O)c1ccc(CN(C)Cc2ccsc2)[nH]c1=O
    0.0	0.1	-8	14
> Cc1c(Cl)c(C)c(C2=NON3N(C(=O)C45CC6CC(CC(C6)C4)C5)c4ccccc4N23)c(C)c1Cl
    0.3	0.0	18	-6
> Cc1nn(C(=O)COc2ccc(Cl)cc2)c(C)c1Sc1ccc(Cl)cc1
    -0.1	1.4	9	-4
> COCCCNC(=O)C(C)C1Sc2ccccc2N(Cc2ccc(C)cc2)C1=O (stereo not drawn)
    0.0	-1.4	-6	-3
> O=c1oc2ccccc2c(NCCO)c1[N+](=O)[O-]
    0.0	1.0	2	16
> CC(=O)N(c1ccc2oc(=O)sc2c1)S(=O)(=O)c1ccc(Cl)cc1
    0.0	0.0	5	21
> COC(=O)C(C)N(c1ccc(C)cc1)S(C)(=O)=O (stereo not drawn)
    -0.1	-0.4	1	0
> CCc1ccccc1NC(=O)c1cccnc1Cl
    0.1	0.8	-4	-5

Quoted at random: 4 records from the list.
Screens in order – FBW7 activator	GPR151 ag	MITF inh	TEAD-YAP inh
> COc1cc(C2C(=O)N(C3CCCCC3)CC(=O)N2Cc2ccc(F)cc2)ccc1OC(C)C (stereo not drawn)
    -0.1	1.2	9	1
> CCS(=O)(=O)c1ccc2oc(=O)c(/C=C(\O)c3ccco3)nc2c1
    -0.1	-0.2	18	-7
> CCN(CC)CCn1c(=O)c2[nH]cnc2n(C)c1=O
    0.0	0.7	5	-3
> COc1cccc(C2CC(c3cccs3)=NN2C(=O)CSc2nnc(CNC(=O)Cc3ccccc3)n2-c2ccccc2)c1OC (stereo not drawn)
    -0.1	0.4	-6	-4
